Bioassay records from PubChem.
H1N1 NS1A inhibition: H1N1 influenza NS1A inhibitors, functional cell based assay (AID 504329); NS1A functional cell-based assay, percent inhibition; higher % means a stronger effect; one-dose inhibition, % at 12.5 µM; IC50 in µM for titrated hits; actives 0.3% (n = 340,000); in the data active = a potency from the dose series; inconclusive = inhibition above about 27% without an active follow-up result; note: strong numbers were not always called active
tuberculosis growth: growth inhibition of non-replicating M. tuberculosis (AID 488890) | Mycobacterium tuberculosis non-replicating, growth inhibition; higher % means a stronger effect | inhibition, % at 25 µM, or IC50 in µM where a hit was titrated | actives 0.39% (n = 320,000); in the data active = a potency from the dose series; inconclusive = inhibition mostly from about 82% at the one dose, without a potency; inactive = the rest, 99 in 100 with inhibition below about 76%;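 note: plate controls were DMSO cells for no effect and high antibiotic wells for full effect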
VEEV TC-83 Vero: inhibitors of VEEV TC-83 cytopathic effect, confirmation, Vero cells (AID 588727) | Vero cells, VEEV TC-83 cytopathic effect inhibition; higher % means a stronger effect | one-dose inhibition, % at 20 µM; IC50 in µM for titrated hits | actives 0.13% (n = 350,000); in the data active = a potency from the dose series; inconclusive = inhibition mostly from about 14% at the one dose, without a potency; inactive = the rest, 99 in 100 with inhibition below about 12%; note: strong numbers were not always called active
M. tuberculosis HTS: M. tuberculosis growth inhibition, HTS (AID 449762); actives 0.59% (n = 330,000); inhibition, % at 25 µM, or IC50 in µM where a hit was titrated; M. tuberculosis H37Rv growth inhibition, 7H9 media; higher % means a stronger effect; in the data active = a potency from the dose series; inconclusive = inhibition above about 70% without an active follow-up result;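 note: bacterial growth assessed after seven days of incubation; strong numbers were not always called active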
Salmonella PhoP GFP: PhoP regulon inhibitors, Salmonella typhi PhoP promoter GFP reporter, confirmatory (AID 1850). inhibition, % at 50 µM, or IC50 in µM where a hit was titrated. actives 0.33% (n = 310,000). Salmonella Typhi PhoP-promoter GFP reporter, fluorescence, 4 h; higher % means a stronger effect; in the data active = a potency from the dose series; inconclusive = inhibition mostly from about 25% at the one dose, without a potency; inactive = the rest, 99 in 100 with inhibition below about 19%;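 note: 0% = induced wells with vehicle and 100% = uninduced wells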
VEEV TC-83 Vero 10K pilot screen: further read-out of VEEV TC-83 Vero, marked with its call; inhibition, %; measured here: 10K pilot screen inhibition
* = called active by the depositor; i = inactive; ? = inconclusive; . = no result given.

SMILES	H1N1 NS1A inhibition	tuberculosis growth	VEEV TC-83 Vero	M. tuberculosis HTS	Salmonella PhoP GFP	others
CC(O)[C@H]1CNC(=O)C(=O)N1CC1CCCCC1 (some centres not stated)	-2%	5%	2.4%	-4%	-10%
CCC(=NCc1ccco1)c1c(O)n(-c2ccc(C)cc2)c(=O)[nH]c1=O	3%	.	2.3%	.	-11%
COC(=O)c1ccc(COC(=O)c2ccc(N(C)C)cc2)cc1	-2%	71%	0.3%	?	-4%
Cc1noc(C)c1S(=O)(=O)N1CCC(C(=O)N2CCN(C3CCCC3)CC2)CC1	.	-2%	.	-6%	9%
CC(=O)c1ccc(OCC(=O)Nc2ccc3nc(C)sc3c2)cc1	15%	63%	1.2%	?	-4%
O=C(Nc1cccc(S(=O)(=O)NCc2ccco2)c1)c1cccc(Cl)c1	1%	16%	?	6%	.
COC(=O)c1nn(-c2ccccc2)c(Sc2ccc(OC)cc2)c1/C=N/O	-4%	0%	6.7%	-5%	-1%
C=CCn1c(-c2ccc(Cl)cc2)cnc1SC(C)C(N)=O (configuration not stated)	1%	30%	0.8%	4%	9%
CN(C(=O)c1cccc(NC(=O)Cc2cccc(NC(=O)C3CCCN(C(=O)C4CCCCC4)C3)c2)c1)C1CC1 (configuration not stated)	-12%	.	i	.	.
CCOc1ccc2nc(N(CCN(C)C)C(=O)c3ccc4c(c3)CCCC4)sc2c1	14%	26%	3.6%	-7%	-4%
CCN1C(=O)CSC1=Nc1cccc(C(=O)O)c1	1%	21%	0.2%	6%	-8%
O=C1CN(CC(=O)N2CCOCC2)c2ccccc2O1	.	74%	.	?	-10%
O=C(Nc1ccc(-c2nnc(-c3ccccc3)o2)cc1)C(F)(F)F	9%	1%	3.0%	4%	-2%	VEEV TC-83 Vero 10K pilot screen=0.6
CCOC(=O)c1sc(NC(=O)CC2OC(=O)c3ccccc32)nc1C (configuration not stated)	-5%	.	4.2%	.	.
CCCc1nnn(S(=O)(=O)c2ccc([N+](=O)[O-])cc2)c1CCC	-5%	.	0.3%	.	.
COCCn1c(SCC(=O)NNC(=O)c2ccccc2)nc2ccccc21	1%	13%	2.1%	1%	.
CC(C)(C)[C@H]1COC(=O)CCC/C=C/C[C@H](CC(=O)N(CCO)Cc2ccccc2)C(=O)N1	5%	16%	i	-6%	.
CC(C)(c1ccccc1)c1ccc(OCCN)cc1	11%	43%	4.8%	0%	8%
CCC(=O)Nc1ccc2c(c1)ncn2-c1ccccc1OC	1%	12%	1.7%	-6%	9%
Oc1ccc2ccccc2c1CNc1cnc2ccccc2c1	0%	?	0.8%	?	-9%
CC(=O)N1CCN(c2ccc(Oc3nnnn3-c3ccccc3)cc2)CC1	-9%	-2%	0.5%	-10%	-2%
CCC1(c2ccccc2)NC(=O)N(CC(=O)Nc2cc(S(=O)(=O)N3CCCCCC3)ccc2OC)C1=O (configuration not stated)	-16%	41%	6.0%	54%	3%
S=c1[nH]nc(SCc2ccccc2)c2[nH]cnc12	-4%	.	2.2%	.	.
Cc1ccccc1OCC(=O)N/N=C/c1ccc(N2CCOCC2)o1	-3%	25%	7.2%	-1%	15%
C=CC[C@@H](CC(=O)NCCO)C(=O)NC[C@H](OC(=O)[C@@H](CC=C)CC(=O)OC(C)(C)C)c1ccccc1	1%	12%	0.3%	-2%	.
COc1ccc(OC)c(S(=O)(=O)N2CCCC(C(=O)N3CCCC3)C2)c1 (configuration not stated)	10%	7%	0.8%	-10%	0%
CC(C)C(C)(C#N)NC(=O)CSc1nnc(C(F)(F)F)n1C (configuration not stated)	5%	-14%	1.1%	-2%	17%
COC(=O)c1ccc(C2C(Oc3ccccc3)C(=O)N2CCc2ccc(OC)c(OC)c2)cc1 (configuration not stated)	-8%	-2%	2.1%	3%	-7%
Cn1cnnc1SCc1ccc(C(=O)N/N=C/c2cccs2)cc1	0%	17%	0.9%	-5%	4%
COCCNC(=O)C(c1ccc(C)cc1)N(CCOC)C(=O)CCC(=O)Nc1ccccn1 (configuration not stated)	-7%	-12%	0.1%	2%	1%

Reprinted from the part before: 4 entries, then new ones.
SMILES	H1N1 NS1A inhibition	tuberculosis growth	VEEV TC-83 Vero	M. tuberculosis HTS	Salmonella PhoP GFP	others
CC(C)C(C)(C#N)NC(=O)CSc1nnc(C(F)(F)F)n1C (configuration not stated)	5%	-14%	1.1%	-2%	17%
COC(=O)c1ccc(C2C(Oc3ccccc3)C(=O)N2CCc2ccc(OC)c(OC)c2)cc1 (configuration not stated)	-8%	-2%	2.1%	3%	-7%
Cn1cnnc1SCc1ccc(C(=O)N/N=C/c2cccs2)cc1	0%	17%	0.9%	-5%	4%
COCCNC(=O)C(c1ccc(C)cc1)N(CCOC)C(=O)CCC(=O)Nc1ccccn1 (configuration not stated)	-7%	-12%	0.1%	2%	1%
O=[N+]([O-])c1cccc(-c2csc(Nc3ccccc3)n2)c1	-5%	35%	6.0%	?	11%
CN1C(=O)c2ccc(NC(=O)CSc3ccccc3)cc2C1=O	-3%	-9%	0.7%	3%	8%
COc1ccc(CN2CSC(=S)N(Cc3ccc(OC)cc3)C2)cc1	4%	?	i	?	-2%
O=C(CCSCCc1ccccn1)Nc1ccc(Cl)cn1	-8%	-7%	0.9%	-10%	2%
O=c1c2ccccc2[nH]c(=S)n1CCCN1CCN(c2ccccc2)CC1	-2%	13%	>25µM*	16%	12%
COc1ccc(-n2c(SCC(=O)c3c(N)n(C)c(=O)n(C)c3=O)nc3ccccc32)cc1	-2%	-3%	2.5%	-4%	1%
O=C(N/N=C/c1ccc(OC(=O)c2ccccc2Br)cc1)c1ccccn1	16%	?	1.0%	47%	-8%
CC(=O)NC(Cc1c[nH]c2ccccc12)C(=O)NCCc1ccccn1 (configuration not stated)	8%	-8%	0.7%	3%	14%
N#CCC(=N)N1CCN(c2ccc(Cl)cc2)CC1	11%	4%	1.4%	-5%	3%
COCCNC(=S)NCCCNc1nc2cc3c(cc2cc1C#N)OCO3	-3%	27%	i	-7%	-7%
O=C(CSc1nnc(-c2ccco2)o1)Nc1c(F)cccc1F	-6%	-12%	2.3%	-1%	.
CCOC(=O)c1c(CC(C)C)csc1NC(=O)COC(=O)c1ccc(O)cc1	1%	.	6.6%	.	.
COc1ccccc1N(C(=O)c1ccco1)C(C(=O)NC1CCCC1)c1cccnc1 (configuration not stated)	8%	-11%	3.7%	4%	-4%
CC(=O)N1c2ccccc2C2(C)C(C1(C)C)C2(Cl)Cl (configuration not stated)	-1%	6%	0.9%	17%	1%
Cc1cccc(NC(=O)N2CCCC(CNC(=O)c3ccccc3Cl)C2)c1C (configuration not stated)	-5%	4%	0.8%	4%	1%
COC(=O)c1ccccc1OCCCOc1ccc(C)cc1OC	.	40%	.	0%	-4%
COc1ccc([C@@H]2CC=C(C(=O)O)[C@H](c3ccc(Cl)cc3)N2S(=O)(=O)c2ccc(C)cc2)cc1OC	-17%	14%	0.5%	-4%	-6%
COc1cc(OC)c([C@H]2C=C(C)[C@H]3C[C@@H]2C3(C)C)c(OC)c1	-1%	-3%	1.2%	-7%	9%
CC(NC(=O)c1ccc(OC2CCN(C(=O)c3cccnc3)CC2)cc1)C1CC1 (configuration not stated)	-1%	4%	0.1%	6%	3%
Cc1cc(C(=O)COC(=O)c2ccc(NC(=O)CC#N)cc2)c(C)n1C1CC1	-7%	.	3.6%	.	.
Cc1ccc(C(=O)NCC(c2ccc(F)cc2)N2CCOCC2)s1 (configuration not stated)	-5%	3%	0.9%	-2%	.
CC(C)(C)OC(=O)N(CCc1ccccc1)Cc1ccccc1OCc1cccc(NC(=O)C2CCC2)c1	-11%	.	i	.	.
CCc1c(C)sc(NC(NC(C)=O)(C(=O)OC)C(F)(F)F)c1C#N (configuration not stated)	-9%	0%	1.4%	-7%	2%
CCOC(=O)C1=C(C)NC2=C(C(=O)CC(C)(C)C2)C1c1coc2ccccc2c1=O (configuration not stated)	-4%	24%	0.0%	-6%	-7%
Cc1ccc(-c2csc(N(Cc3ccco3)C(=O)c3cccs3)n2)cc1	-7%	-1%	1.8%	3%	-26%
Cc1c(Cl)cccc1NC(=S)NN1CCOCC1	-8%	-1%	0.4%	0%	0%
O=C(O)c1nn(-c2ccccc2)ccc1=O	-1%	0%	1.6%	-2%	2%	VEEV TC-83 Vero 10K pilot screen=0.0
Cc1ccc(/C=C/C(=O)OCC(=O)NCCN2C(=O)CSC2=O)o1	-7%	25%	1.5%	8%	-9%
COc1ccc(NC2CCCN(C(=O)c3ccncc3)C2)cc1 (configuration not stated)	13%	5%	i	2%	-25%
COc1ccccc1N=Nc1ccc(N)c(C)c1	13%	37%	2.3%	36%	1%
CCOc1cc(/C=N/O)ccc1OCC(=O)Nc1cccc(C)c1	-8%	79%	2.9%	47%	-6%
C=CCOCC(O)CS(=O)(=O)Cc1ccc(Cl)cc1 (configuration not stated)	5%	10%	0.3%	3%	0%
CS(=O)(=O)N(CC(=O)N/N=C/c1ccc(OCC(=O)N2CCOCC2)cc1)c1ccccc1Cl	-6%	5%	4.0%	0%	-8%
CCOC(=O)NC(=O)CSc1nc(C)cc(C)c1C#N	-10%	7%	5.8%	-3%	-4%
Fc1ccccc1NC(=S)Nn1cnnc1	18%	55%	5.9%	3%	-12%
CC(NC(=O)COC(=O)COc1ccc(Cl)cc1)c1ccccc1 (configuration not stated)	-3%	21%	5.6%	9%	.
NS(=O)(=O)c1ccc(N/N=C2/CCCc3ccccc32)c([N+](=O)[O-])c1	-9%	-10%	0.7%	5%	-8%
CCN(c1c(C)n(C)n(-c2ccccc2)c1=O)S(C)(=O)=O	4%	-21%	0.4%	-2%	6%
CCC(Sc1nc2cc(OC)c(OC)cc2c(=O)n1Cc1ccc(OC)cc1)C(=O)NCCOC (configuration not stated)	0%	11%	2.0%	-1%	0%
COc1ccc(CN(C)C(=O)c2ccccc2OCc2c(C)noc2C)c(OC)c1	-4%	9%	5.7%	-3%	.
CCOC(=O)c1cccc(NC(=O)C2CCN(S(=O)(=O)c3cccs3)CC2)c1	3%	23%	i	-4%	-1%
CCCOc1ccc(/C=N/n2nnnc2N)cc1OC	-7%	-2%	2.6%	-3%	2%
O=C(c1ccc([N+](=O)[O-])cc1)N1CCSC1c1ccc(Cl)cc1 (configuration not stated)	0%	7%	i	-1%	-8%
CN(C)CCCN(C(=O)CCc1ccccc1)c1nc2ccc(F)cc2s1	4%	63%	0.7%	-1%	1%
CCOC(=O)N1CCN(Cc2cccs2)CC1	-7%	25%	1.2%	-16%	2%

Structures from the list above with a tert-butyl group:
SMILES	H1N1 NS1A inhibition	tuberculosis growth	VEEV TC-83 Vero	M. tuberculosis HTS	Salmonella PhoP GFP	others
CC(C)(C)[C@H]1COC(=O)CCC/C=C/C[C@H](CC(=O)N(CCO)Cc2ccccc2)C(=O)N1	5%	16%	i	-6%	.
C=CC[C@@H](CC(=O)NCCO)C(=O)NC[C@H](OC(=O)[C@@H](CC=C)CC(=O)OC(C)(C)C)c1ccccc1	1%	12%	0.3%	-2%	.
CC(C)(C)OC(=O)N(CCc1ccccc1)Cc1ccccc1OCc1cccc(NC(=O)C2CCC2)c1	-11%	.	i	.	.

Carrying on:
SMILES	H1N1 NS1A inhibition	tuberculosis growth	VEEV TC-83 Vero	M. tuberculosis HTS	Salmonella PhoP GFP	others
COCCSc1nnc(NC(=O)CS(=O)(=O)c2ccc(C)cc2)s1	5%	-23%	2.3%	14%	16%
Cc1ccc(C)c(Nc2cc(C)nc(-c3ccccc3O)n2)c1	-21%	-2%	4.2%	?	5%
CCOc1ccc(NC(=O)Cn2ncc3ccccc32)cc1	-2%	6%	0.9%	0%	9%
COc1ccc(CC(=O)NNc2ncnc3c2cnn3Cc2ccccc2)cc1OC	-16%	3%	2.9%	6%	-3%
Cc1cc(C)n(-c2n[nH]c(C)c2[N+](=O)[O-])n1	-7%	7%	i	3%	-11%
COc1ccccc1C(=O)NCCC(=O)Nc1nc2ccccc2[nH]1	-3%	-22%	12%	-2%	8%
CC(C(=O)Nc1nccs1)N1C(=O)C2CC=CCC2C1=O (configuration not stated)	24%	-7%	i	-2%	6%
O=C(/C=C/c1cccs1)NC1CC1	-5%	-16%	1.3%	-3%	10%
C=CCON/C(CCC)=C1\C(=O)CC(C)(C)CC1=NC	-5%	-9%	2.0%	3%	3%
Cc1cc(C)n(CCNS(=O)(=O)c2ccc(Cl)cc2)n1	20%	-9%	5.8%	-3%	-3%
COc1ccc(S(=O)(=O)/N=C2/NC(=O)/C(=C\c3ccco3)S2)cc1	-3%	40%	2.5%	-3%	1%
CCOC(=O)C(=O)/C(=C\N(C)C)c1onc(-c2ccccc2)c1C(=O)OC	-1%	6%	1.1%	12%	-1%
